# Compound activity (PubChem BioAssay)
# AMA1 RON2 block: AMA1-RON2 (P. falciparum) interaction inhibition; hit rate 0.2% among 360,000; AlphaScreen AMA1-biotinylated RON2 peptide binding; Potency, µM (doses to about 58.2 µM), for inactives: at the highest dose activity change, negative = inhibition, hits mostly inhibitors;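 also: potency is read from the fitted curve at half-maximal effect; 0% = vehicle wells and -100% = peptide control; nearly all actives have a fitted effect of over 45% in size; some results filed as inactive show a strong effect at the top dose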
#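 AMA1 (3D7) with his tag at 25 nM final met compounds first, then biotinylated RON2 peptide at 25 nM; detection used donor plus acceptor beads, 10 µg/mL apiece, read by AlphaScreen after 30 min at room temperature.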
# Tb PYK inh: T. brucei pyruvate kinase inhibition; Q57TT1; Potency, µM (titrated, usually from 76.8 µM), for inactives: at the highest dose activity, negative = inhibition, usual class: inhibitors; hit rate 0.12% among 410,000; TbPYK enzyme, Kinase-Glo Plus ATP luminescence, 45 min; also: potency is read from the fitted curve at half-maximal effect; nearly all actives have a fitted effect of over 50% in size
#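 Screened from lowest to highest concentration, compounds were pinned into TbPYK/substrate mixtures, and ADP (130 uM final) was added. Plates sat at room temperature for 45 min prior to Kinase-Glo Plus detection by luminescence.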
# AmpC no deterg: blocks E. coli AmpC beta-lactamase in detergent-free assay; AID 485341; hit rate 0.52% among 330,000; AmpC nitrocefin hydrolysis, absorbance 480 nm, 0.0001% Triton; P00811; Potency, µM (highest dose often 57.1 µM), without a hit: top-dose activity change, negative = inhibition, actives largely listed as inhibitors;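 also: potency is read from the fitted curve at half-maximal effect; plate controls were no compound for no effect and no enzyme for full effect; nearly all actives have a fitted effect of over 20% in size; some results filed as inactive show a strong effect at the top dose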
# Target sequence (P00811 whole entry, looked up): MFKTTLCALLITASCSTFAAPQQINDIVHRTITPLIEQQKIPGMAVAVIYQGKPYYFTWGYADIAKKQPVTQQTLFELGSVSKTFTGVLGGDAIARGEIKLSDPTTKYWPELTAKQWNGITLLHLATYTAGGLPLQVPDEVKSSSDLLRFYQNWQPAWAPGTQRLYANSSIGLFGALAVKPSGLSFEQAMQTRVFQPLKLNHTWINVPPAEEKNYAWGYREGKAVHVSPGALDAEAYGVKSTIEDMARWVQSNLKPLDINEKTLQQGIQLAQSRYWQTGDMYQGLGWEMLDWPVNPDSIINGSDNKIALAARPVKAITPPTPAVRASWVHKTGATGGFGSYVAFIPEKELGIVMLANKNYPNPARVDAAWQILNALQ
#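 20 mM phosphate pH 7.0 + 0.01% (detergent screen) or 0.0001% Triton X-100; 5.3 nM AmpC reagent; cpd preinc 15 min RT; nitrocefin (800 uM stock) to start; A480 q20 s × 4 min; Activity was normalised to no-enzyme and no-compound control wells.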
# Sm TGR inh: S. mansoni TGR enzyme inhibition | Q962Y6 | purified TGR, DTNB reduction, TNB absorbance 405 nm | Potency, µM (series often up to 114 µM), for inactives: at the top dose activity change, negative = inhibition, usual class: inhibitors | hit rate 3% among 360,000 | AID 485364; also: potency is read from the fitted curve at half-maximal effect; nearly all actives have a fitted effect of over 60% in size
#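 Kinetic colorimetric format: TGR-catalysed, NADPH-driven DTNB reduction monitored via TNB absorbance. Enzyme dispensed at 20 nM; compound exposure 15 min at room temperature before reaction start.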
# HCMV antiviral: human cytomegalovirus inhibition; HFF cells, HCMV-luciferase reporter, 72 h; hits give low values; activity change, negative = inhibition, % at 57.5 µM; hit rate 4.5% among 410,000; AID 1259415; in the data active = activity change below about -60%; inconclusive = no clear call, values can overlap the other calls; inactive = above about -39%
#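 Cell-based, HFFs, 1000 cells/well, 16 h 37C; cpds in DMSO + HCMV-luc, MOI 1 PFU/cell; 72 h 37C; OneGlo luminescence after 5 min RT; norm. to buffer vs Salinomycin 10uM.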
# LmPK inh: LmPK (Leishmania mexicana) enzyme inhibition; purified LmPK, Kinase-Glo ATP luminescence, 1 h; Q27686; hit rate 0.37% among 290,000; Potency, µM (highest dose often 57.5 µM), without a hit: at the top dose activity change, negative = inhibition, most hits filed as inhibitors; also: potency is read from the fitted curve at half-maximal effect
# Target sequence (Q27686 whole entry, looked up): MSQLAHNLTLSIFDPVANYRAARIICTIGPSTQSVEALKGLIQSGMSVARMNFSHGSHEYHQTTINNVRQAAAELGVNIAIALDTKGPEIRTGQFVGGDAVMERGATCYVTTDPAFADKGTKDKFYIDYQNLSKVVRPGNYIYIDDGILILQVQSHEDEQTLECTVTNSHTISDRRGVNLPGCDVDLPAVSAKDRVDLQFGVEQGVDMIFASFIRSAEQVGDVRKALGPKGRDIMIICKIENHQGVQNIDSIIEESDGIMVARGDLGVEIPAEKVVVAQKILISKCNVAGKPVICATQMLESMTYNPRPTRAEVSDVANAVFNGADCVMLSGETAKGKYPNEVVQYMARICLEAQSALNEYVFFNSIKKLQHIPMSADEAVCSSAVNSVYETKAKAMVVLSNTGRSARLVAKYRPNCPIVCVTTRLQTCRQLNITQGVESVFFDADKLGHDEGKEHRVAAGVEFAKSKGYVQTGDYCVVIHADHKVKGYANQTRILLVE
#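 In 50 mM imidazole pH 7.2 with 7 mM MgCl2, LmPK (0.1 nM) turned over PEP (0.5 mM) and ADP (0.1 mM) for 1 h at room temperature. Luciferase read-out of ATP.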
# AmpC inh detg: AmpC beta-lactamase inhibition with detergent present; hit rate 0.041% among 370,000; Potency, µM (highest dose often 114 µM), for the others: at the highest dose activity change, negative = inhibition, actives largely listed as inhibitors; AmpC hydrolysis of nitrocefin, absorbance 480 nm, 0.01% Triton; AID 485294;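 also: potency is read from the fitted curve at half-maximal effect; 0% = no-compound wells and -100% = no-enzyme wells; nearly all actives have a fitted effect of over 25% in size; some results filed as inactive show a strong effect at the top dose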
#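 20 mM phosphate pH 7.0 + 0.01% (detergent screen) or 0.0001% Triton X-100; 5.3 nM AmpC reagent; cpd preinc 15 min RT; nitrocefin (800 uM stock) to start; A480 q20 s × 4 min; Activity was normalised to no-enzyme and no-compound control wells.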
# An asterisk follows results filed as active; ? = inconclusive; nt = not tested or not shown; [ ] = another dose, or the depositor's remark. Unless noted, calls follow the shape of the dose curve; as a rule, active = well fitted curve in the direction sought with a large enough effect; inconclusive = small, poorly fitted or top-dose-only effect, or another doubt; inactive = no such curve, though single readings can be large; an effect the other way counts as inactive or inconclusive. Unless noted, % is scaled to controls: 0 for no effect and ±100 for the full control effect.
# Abbreviations: A = AMA1 RON2 block; B = Tb PYK inh; C = AmpC no deterg; D = Sm TGR inh; E = HCMV antiviral; F = LmPK inh; G = AmpC inh detg
1. CCOC(=O)c1cc(-c2ccccc2)n(CC(=O)Nc2ccc(OCC)cc2)c1C
  A: -3%; B: -9%; C: -39%; D: -2%; E: 11; F: -1%; G: -7%
2. Cc1cccc(C(=O)Nc2cccc(Br)c2)c1[N+](=O)[O-]
  A: 0%; B: 2%; C: -32%; D: 11%; E: 27; F: 0%; G: 8%
3. CC(CCCN1CCCC1)Nc1ccnc2cc(Cl)ccc12 (stereo not given)
  A: -20%; B: 5%; C: nt; D: nt; E: ?; F: nt; G: nt
4. COc1ccc(Cn2c(=O)[nH]c3cc(C(=O)N4CCN(c5ccccc5OC)CC4)ccc3c2=O)cc1
  A: 1%; B: 1%; C: 55%; D: 0%; E: nt; F: -1%; G: -1%
5. CCOC(=O)C1(C)CCCCCN1C(=O)c1ccc(N(C)C)cc1 (stereo not given)
  A: 22%; B: -9%; C: nt; D: nt; E: -7; F: nt; G: nt
6. Cc1ccc(Cl)cc1N(Cc1ccc(C(=O)NCc2cccnc2)cc1)S(=O)(=O)c1ccccc1
  A: 3%; B: 8%; C: 75%[activator]; D: 17%; E: 17; F: 9%; G: -12%
7. COc1ccc(OC)c(NC(=O)CCS(=O)(=O)c2cc3c(cc2C)NC(=O)CO3)c1
  A: 8%; B: 4%; C: -23%; D: 5%; E: -11; F: 0%; G: 2%
8. CCc1cccc(NC(=O)C2CCN(S(=O)(=O)c3c(C)noc3C)CC2)c1
  A: 1%; B: 0%; C: -5%; D: -5%; E: -36; F: -3%; G: -1%
9. O=C(O)CSCC(=O)N1CCN(S(=O)(=O)c2cc(Cl)cc(Cl)c2)CC1
  A: -5%; B: -4%; C: -1%; D: -1%; E: -12; F: -3%; G: 1%
10. COc1cccc2cc(C(=O)N(Cc3cccs3)CC3CCCO3)c(=O)oc12 (stereo not given)
  A: 18%; B: -2%; C: -2%; D: 0%; E: ?; F: -2%; G: -1%

# Another view of some results above:
entry	molecule	AMA1 RON2 block	Tb PYK inh	AmpC no deterg	Sm TGR inh	HCMV antiviral	LmPK inh	AmpC inh detg
5	CCOC(=O)C1(C)CCCCCN1C(=O)c1ccc(N(C)C)cc1 (stereo not given)	22%	-9%	nt	nt	-7	nt	nt
6	Cc1ccc(Cl)cc1N(Cc1ccc(C(=O)NCc2cccnc2)cc1)S(=O)(=O)c1ccccc1	3%	8%	75%[activator]	17%	17	9%	-12%

# Continued.
# Abbreviations: A = AMA1 RON2 block; B = Tb PYK inh; C = AmpC no deterg; D = Sm TGR inh; E = HCMV antiviral; F = LmPK inh; G = AmpC inh detg
11. CCOC(=O)c1ccc(-c2ccc(/C=C(\C#N)C(=O)Nc3ccc(OCC)cc3)o2)cc1
  A: nt; B: -2%; C: nt; D: 8%; E: 5; F: nt; G: 12%
12. CC(=NNS(=O)(=O)c1cccc([N+](=O)[O-])c1)c1ccc(-n2ccnc2)cc1
  A: -3%; B: -4%; C: -13%; D: nt; E: -10; F: nt; G: nt
13. CC1CN(S(=O)(=O)c2cccc(C(F)(F)F)c2)CN1C(=O)N1CCOCC1 (stereo not given)
  A: 3%; B: -5%; C: -2%; D: -8%; E: 5; F: -9%; G: 3%
14. CC(C)c1ccc(NC(=O)C(Cc2ccccc2)n2cccc2)cc1 (stereo not given)
  A: nt; B: -2%; C: nt; D: 4%; E: ?; F: nt; G: 17%
15. COCCC(=O)N1CCC(Oc2ccc(C(=O)NCCc3ccccn3)cc2)CC1
  A: 5%; B: -7%; C: 0%; D: -2%; E: -33; F: 0%; G: ?
16. Cc1ccc(-c2csc3nc[nH]c(=S)c23)cc1C
  A: 57%[activator]; B: 3%; C: -35%; D: -9%; E: ?; F: 2%; G: -9%
17. CCOc1ccc(S(=O)(=O)N2CCCCC2)c2ccccc12
  A: 0%; B: ?; C: -23%; D: 8%; E: -40; F: 2%; G: -1%
18. Cc1ccc(C(=O)Nc2c(C(=O)NCc3ccc(Cl)cc3)sc3nc(C)cc(C)c23)cc1
  A: nt; B: 1%; C: nt; D: -14%; E: ?; F: nt; G: 0%
19. CC(CCN1CCN=C1Nc1ccccc1)c1ccccc1 (stereo not given)
  A: 1%; B: -3%; C: 8%; D: 5%; E: ?; F: -2%; G: ?
20. COc1cccc(C(=O)Nc2cc(C)on2)c1
  A: -10%; B: 3%; C: nt; D: nt; E: 40; F: nt; G: nt
21. CN(C)CCCNC(=S)N1CCn2c(nc3ccccc32)C1
  A: -1%; B: -1%; C: -7%; D: -22%; E: -12; F: 0%; G: -1%
22. CN(CC(=O)NCc1ccc(F)cc1)S(=O)(=O)c1ccc2[nH]c3c(c2c1)CCCC3
  A: nt; B: -1%; C: nt; D: -8%; E: ?; F: nt; G: -5%
23. CCCCCCCCC(=O)NNC(=O)c1c(O)c2ccccc2n(CCC)c1=O
  A: 72%[activator]; B: 9%; C: -10%; D: 17%; E: -14; F: 0%; G: 0%
24. OC1CCCN(Cc2ccc3c(c2)Cc2ccccc2-3)C1 (stereo not given)
  A: -3%; B: 2%; C: -2%; D: -1%; E: 14; F: -6%; G: -1%
25. O=C1C(=O)c2c(C(=O)c3ccccc3)coc2-c2ccccc21
  A: -11%; B: -4%; C: -35%; D: ?; E: -93*; F: 2%; G: 0%
26. CC1CC2(O)c3nonc3CCC2N1O (stereo not given)
  A: 11%; B: 2%; C: -18%; D: ?; E: 26; F: 4%; G: 14%
27. OC(CN1CCOCC1)CN(c1ccccc1)c1ccccc1 (stereo not given)
  A: 3%; B: 2%; C: 7%; D: 6%; E: 0; F: -8%; G: -8%
28. CCOC(=O)N1CCC(NC(=O)c2cc(COc3ccc(F)cc3Cl)on2)CC1
  A: -11%; B: -3%; C: -17%; D: 5%; E: -11; F: 7%; G: 5%
29. CCOc1ccc(NC(=O)CC2C(=O)N(C)C(=S)N2Cc2ccc3c(c2)OCO3)cc1 (stereo not given)
  A: -8%; B: -1%; C: -5%; D: -8%; E: 7; F: 6%; G: -1%
30. CCCn1c(CCC(=O)Nc2cc(Cl)c(OC)cc2OC)nc2cccnc21
  A: nt; B: -5%; C: nt; D: -3%; E: -19; F: nt; G: 13%
31. COc1ccc(C(CC(=O)NCc2ccccc2)C(C)C)cc1 (stereo not given)
  A: 2%; B: -2%; C: -7%; D: 3%; E: 32; F: 3%; G: 3%
32. CCOC(=O)c1ccc(NC(=O)CSc2nccn2C)cc1
  A: 10%; B: -2%; C: -24%; D: 0%; E: 52; F: -7%; G: ?
33. COC(=O)CS(=O)(=O)c1nnc([C@H](Cc2ccccc2)NC(=O)OC(C)(C)C)o1
  A: 27%; B: -21%; C: ?; D: 1.4µM*; E: 79; F: 1%; G: 35µM*

# 9 entries already listed, sorted by heavy-atom count, lowest first:
# Abbreviations: A = AMA1 RON2 block; B = Tb PYK inh; C = AmpC no deterg; D = Sm TGR inh; E = HCMV antiviral; F = LmPK inh; G = AmpC inh detg
26. CC1CC2(O)c3nonc3CCC2N1O (stereo not given)
  A: 11%; B: 2%; C: -18%; D: ?; E: 26; F: 4%; G: 14%
20. COc1cccc(C(=O)Nc2cc(C)on2)c1
  A: -10%; B: 3%; C: nt; D: nt; E: 40; F: nt; G: nt
24. OC1CCCN(Cc2ccc3c(c2)Cc2ccccc2-3)C1 (stereo not given)
  A: -3%; B: 2%; C: -2%; D: -1%; E: 14; F: -6%; G: -1%
32. CCOC(=O)c1ccc(NC(=O)CSc2nccn2C)cc1
  A: 10%; B: -2%; C: -24%; D: 0%; E: 52; F: -7%; G: ?
25. O=C1C(=O)c2c(C(=O)c3ccccc3)coc2-c2ccccc21
  A: -11%; B: -4%; C: -35%; D: ?; E: -93*; F: 2%; G: 0%
30. CCCn1c(CCC(=O)Nc2cc(Cl)c(OC)cc2OC)nc2cccnc21
  A: nt; B: -5%; C: nt; D: -3%; E: -19; F: nt; G: 13%
33. COC(=O)CS(=O)(=O)c1nnc([C@H](Cc2ccccc2)NC(=O)OC(C)(C)C)o1
  A: 27%; B: -21%; C: ?; D: 1.4µM*; E: 79; F: 1%; G: 35µM*
22. CN(CC(=O)NCc1ccc(F)cc1)S(=O)(=O)c1ccc2[nH]c3c(c2c1)CCCC3
  A: nt; B: -1%; C: nt; D: -8%; E: ?; F: nt; G: -5%
29. CCOc1ccc(NC(=O)CC2C(=O)N(C)C(=S)N2Cc2ccc3c(c2)OCO3)cc1 (stereo not given)
  A: -8%; B: -1%; C: -5%; D: -8%; E: 7; F: 6%; G: -1%
